Screens (PubChem)
MBD2 DNA inh – MBD2-methylated oligo binding inhibition; Q9UBB5; TR-FRET, MBD2 binding to methylated oligonucleotide; inhibition, % at 4.4 µM; hit rate 0.31% among 370,000; AID 686964; in the data active means inhibition above about 13%
PLC-gamma1 inh – PLC-gamma1 (human) inhibition, primary screen; purified PLC-gamma1, fluorogenic substrate, fluorescence; inhibition, % at 12.2 µM; hit rate 0.84% among 370,000; AID 720700; in the data active means inhibition above about 9.5%
hcDAF-12 act – activators of H. contortus DAF-12 nuclear receptor; HEK293 hcDAF-12 lit1-tk-luc reporter, luminescence; 0% DMSO, 100% Δ7-dafachronic acid; activation, % at 6.8 µM; hit rate 1.4% among 370,000; AID 652067;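 active means activation above the mean of all tested compounds plus 3 SD, cut at about 5.5% in these data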;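 further: 100% = response to 3 µM Δ7-dafachronic acid high control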
NR1D1 modulator – modulators of human Rev-erb alpha DNA binding; P20393; Rev-erbα–FITC-DNA binding, fluorescence polarization, 90 min; activity, % at 10 µM; hit rate 0.79% among 370,000; AID 1259318;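 active means activity above about 14%, limit read from the data; passing the limit was not always enough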;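 further: 0% = DMSO wells with 35 nM protein and 100% = DMSO wells with 750 nM protein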
SMARCA2 act – SMARCA2 function activation, primary screen | hit rate 1% among 370,000 | activation, % at 9.1 µM | MG213 cells, MMTV-luciferase reporter, dexamethasone, overnight | AID 652017; in the data active means activation above about 7.8%;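 further: 0% = vehicle wells and 100% = reference activator wells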
PLC-beta3 inh – blocks human PLC-beta3 enzyme activity | Q01970 | Purified PLC-beta3, fluorogenic substrate, fluorescence | hit rate 0.18% among 370,000 | inhibition, % at 12.2 µM; in the data active means inhibition above about 11%;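 further: 0% = median of compound wells on plate and 100% = full blocker control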
Target sequence (Q01970 whole entry, looked up): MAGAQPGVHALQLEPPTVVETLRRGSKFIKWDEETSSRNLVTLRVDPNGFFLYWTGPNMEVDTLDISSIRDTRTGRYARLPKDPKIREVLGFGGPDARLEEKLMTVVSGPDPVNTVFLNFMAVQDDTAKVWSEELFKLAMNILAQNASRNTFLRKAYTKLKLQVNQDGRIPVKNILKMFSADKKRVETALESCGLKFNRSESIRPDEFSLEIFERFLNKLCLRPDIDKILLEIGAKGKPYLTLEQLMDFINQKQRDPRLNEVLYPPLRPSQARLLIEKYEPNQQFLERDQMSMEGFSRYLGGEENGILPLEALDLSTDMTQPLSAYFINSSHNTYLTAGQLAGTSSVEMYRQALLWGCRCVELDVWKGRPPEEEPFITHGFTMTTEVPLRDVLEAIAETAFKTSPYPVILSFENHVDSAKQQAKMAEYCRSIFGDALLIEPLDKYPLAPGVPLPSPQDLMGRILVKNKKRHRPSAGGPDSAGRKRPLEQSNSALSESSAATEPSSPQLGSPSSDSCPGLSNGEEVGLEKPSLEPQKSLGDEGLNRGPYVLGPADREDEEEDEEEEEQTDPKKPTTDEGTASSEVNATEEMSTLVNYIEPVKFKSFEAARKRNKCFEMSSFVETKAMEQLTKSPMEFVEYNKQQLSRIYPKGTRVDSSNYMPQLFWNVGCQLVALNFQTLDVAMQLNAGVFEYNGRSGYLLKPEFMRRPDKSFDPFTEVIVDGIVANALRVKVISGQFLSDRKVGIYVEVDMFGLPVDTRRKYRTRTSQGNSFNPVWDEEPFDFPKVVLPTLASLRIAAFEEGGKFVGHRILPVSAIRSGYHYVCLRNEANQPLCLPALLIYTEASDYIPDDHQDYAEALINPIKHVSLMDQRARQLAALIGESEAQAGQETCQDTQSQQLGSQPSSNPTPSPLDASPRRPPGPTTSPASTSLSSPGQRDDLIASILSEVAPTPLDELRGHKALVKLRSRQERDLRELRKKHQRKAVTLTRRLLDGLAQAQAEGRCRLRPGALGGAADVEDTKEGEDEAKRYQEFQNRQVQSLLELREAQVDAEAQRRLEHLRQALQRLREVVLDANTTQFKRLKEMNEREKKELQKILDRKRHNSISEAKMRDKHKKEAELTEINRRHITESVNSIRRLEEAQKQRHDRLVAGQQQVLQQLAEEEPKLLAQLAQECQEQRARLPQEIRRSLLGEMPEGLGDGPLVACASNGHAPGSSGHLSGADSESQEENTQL
ssDAF12 agonist – activators of S. stercoralis DAF-12 nuclear receptor; hit rate 1% among 370,000; HEK293 ssDAF-12/GRIP1 lit1-tk-luc reporter, luminescence; % of 3 µM dafachronic acid response; AID 652126; activation, % at 6.8 µM;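 active means activation above the mean over all tested compounds plus 3 SD, cut at about 0.9% in these data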;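 further: 0% = DMSO-only wells and 100% = 3 µM delta7-dafachronic acid wells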
DAX1 inh-1 – DAX1 (NR0B1) inhibition, primary screen | HEK293T StAR-luciferase reporter, SF-1/DAX-1 repression relief | AID 652010 | inhibition, % at 6.8 µM | hit rate 1.1% among 370,000;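 active means inhibition above the mean over all tested compounds plus 3 SD, cut at about 3.6% in these data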;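 further: 0% = DAX-1 cells with DMSO and 100% = cells lacking DAX-1 with DMSO; higher inhibition means more luminescence from relief of DAX-1 repression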
hgDAF-12 ag – hgDAF-12 agonism, primary luciferase screen; hit rate 1.8% among 370,000; HEK293 GAL4-hgDAF12 UAS-luciferase reporter, agonist luminescence; normalized to butyrate control; AID 687014; activation, % at 6.8 µM;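 active means activation above a cutoff set at the mean of all screened compounds plus 3 SD, cut at about 10% in these data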;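 further: 0% = DMSO wells and 100% = sodium butyrate wells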
ADAM17 inh – inhibits human ADAM17; P78536; recombinant ADAM17, EDANS/DABCYL FRET peptide cleavage; inhibition, % at 6.95 µM; hit rate 0.83% among 370,000; AID 720648;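 active means inhibition above the mean of compounds lying between control limits plus 3 SD, set per campaign, cut at about 8.5% in these data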;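 further: 0% = DMSO-only wells as the low control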
DAX1 inh-2 – NR0B1 (DAX1) inhibition; AID 504766; inhibition, % at 6.75 µM; HEK293 Gal4-DAX1 luciferase reporter, luminescence; hit rate 0.99% among 340,000;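 active means inhibition above the mean over all tested compounds plus 3 SD, cut at about 4.2% in these data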;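 further: 0% = DAX1-transfected cells with DMSO and 100% = empty-vector control cells with DMSO; inhibition shows as a rise in luminescence from relieved DAX1 repression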
The depositor's hits bear a star; i = inactive; nt = no result given.

The first 6 records (preview)
Sequence of screens – DAX1 inh-1	ADAM17 inh	hgDAF-12 ag	NR1D1 modulator	MBD2 DNA inh	SMARCA2 act	DAX1 inh-2	PLC-beta3 inh	PLC-gamma1 inh	hcDAF-12 act	ssDAF12 agonist
COc1ccccc1N1C(=O)C2C(c3ccc(F)cc3)NN(C(=O)c3ccc(C)cc3)C2C1=O (stereo unspecified)
→ -0.5	0	3.5	4	4	-1	-0.7	-3	-1	-1.9	-1.4
Cc1ccc(CN2CCN(C(=O)CCc3ccccc3)CC2)cc1
→ -0.7	1	-3.2	3	0	6	-0.1	-2	3	-3.1	-0.9
O=[N+]([O-])c1cccc(C2=NC(c3ccccc3)CO2)c1 (stereo unspecified)
→ 1.4	-1	5.5	7	1	7	0.0	-1	-2	3.1	-0.4
COc1ccc(CNc2nc(NCc3ccc(OC)cc3)c3[nH]cnc3n2)cc1
→ 0.3	3	1.7	-2	-7	1	1.8	9	12*	-0.2	-1.6
COc1ccccc1CC(=O)N1CCC(CCC(=O)NC2CC2)CC1
→ -0.2	0	-0.5	-4	3	8.8*	0.1	-4	3	1.7	-1.5
CC1CC(C)CN(C(=O)COC(=O)Cc2ccc(Br)cc2)C1 (stereo unspecified)
→ -0.4	-5	0.3	-4	-2	-2	0.3	-8	-3	-0.8	-0.7

The list itself, from the first entry:
Sequence of screens – DAX1 inh-1	ADAM17 inh	hgDAF-12 ag	NR1D1 modulator	MBD2 DNA inh	SMARCA2 act	DAX1 inh-2	PLC-beta3 inh	PLC-gamma1 inh	hcDAF-12 act	ssDAF12 agonist
COc1ccccc1N1C(=O)C2C(c3ccc(F)cc3)NN(C(=O)c3ccc(C)cc3)C2C1=O (stereo unspecified)
→ -0.5	0	3.5	4	4	-1	-0.7	-3	-1	-1.9	-1.4
Cc1ccc(CN2CCN(C(=O)CCc3ccccc3)CC2)cc1
→ -0.7	1	-3.2	3	0	6	-0.1	-2	3	-3.1	-0.9
O=[N+]([O-])c1cccc(C2=NC(c3ccccc3)CO2)c1 (stereo unspecified)
→ 1.4	-1	5.5	7	1	7	0.0	-1	-2	3.1	-0.4
COc1ccc(CNc2nc(NCc3ccc(OC)cc3)c3[nH]cnc3n2)cc1
→ 0.3	3	1.7	-2	-7	1	1.8	9	12*	-0.2	-1.6
COc1ccccc1CC(=O)N1CCC(CCC(=O)NC2CC2)CC1
→ -0.2	0	-0.5	-4	3	8.8*	0.1	-4	3	1.7	-1.5
CC1CC(C)CN(C(=O)COC(=O)Cc2ccc(Br)cc2)C1 (stereo unspecified)
→ -0.4	-5	0.3	-4	-2	-2	0.3	-8	-3	-0.8	-0.7
O=C(NCc1ccccn1)c1cc(S(=O)(=O)N2CCCCCC2)ccc1Cl
→ -0.3	0	-1.2	2	0	2	-0.6	-1	5	-0.3	-0.7
CCOC1=C2[C@@H](CN(S(=O)(=O)c3ccc(C)cc3)[C@H]2c2ccccc2F)[C@H]2C(=O)N(Cc3ccccc3)C(=O)[C@H]2C1
→ -1.5	7	-1.1	2	-2	-5	nt	-20	-15	-2.0	-1.8
COc1cc2ccccc2cc1C(=O)Nc1ccncc1
→ 1.2	-33	8.3	-1	2	6	0.6	-84	-87	2.0	0.5
COc1ccc(CCNC(=S)Nc2ccc(S(=O)(=O)Nc3ncccn3)cc2)cc1OC
→ 1.7	-4	-3.0	-1	-4	-2	-0.8	-10	-1	-1.4	-1.2
CCOCC(=O)Nc1nnc(COc2ccc(Cl)cc2)s1
→ 0.1	0	1.9	-6	1	0	-0.9	3	-3	-0.3	-1.2
O=C(CSc1nnc(-c2ccncc2)n1Cc1ccccc1)NC1CCCCC1
→ 0.2	-1	0.9	6	-1	-3	0.2	-1	1	-2.0	-1.4
O=C(NCc1ccccc1)C1(C(F)(F)F)CC(CCCO)CCCO1 (stereo unspecified)
→ -0.4	2	-1.6	-1	-8	0	2.7	2	3	-0.3	-1.1
CCOc1cc(C(=O)NCCCn2ccnc2)cc(OCC)c1OCC
→ -0.2	-1	-0.8	-5	-3	0	1.3	3	3	5.2	-1.1
O=C(C(=O)N1CCN(C(=O)OCc2ccccc2)CC1)c1cccnc1
→ -0.1	1	-2.1	2	-2	2	nt	3	0	-1.6	-1.1
O=C(Nc1ccc2[nH]ccc2c1)c1cc(-c2ccc(Cl)cc2)nc2ccccc12
→ 0.1	6	5.7	1	2	-5	nt	-19	-14	6.2*	0.8
COc1ccc(-c2cc(CNS(=O)(=O)c3ccccc3)on2)cc1
→ -0.2	-6	3.9	0	3	0	0.4	-1	1	-1.5	-1.2
CCCCn1c(=O)[nH]c(=O)c2c1nc(-c1ccsc1)n2Cc1ccccc1
→ -0.5	0	-0.9	-2	2	1	-0.5	4	2	-0.8	-1.3
O=C1NC(=O)c2cc(NC(=O)c3cccc4ccccc34)ccc21
→ -0.8	-9	-0.7	13	-2	1	-0.6	-10	-7	1.1	-0.7
COc1ccccc1C(=O)NCCC(=O)Nc1ncccc1C
→ 0.6	-4	0.6	-4	-6	-3	-0.1	-14	-2	-0.3	-1.4

In the list so far, these contain a Cl atom:
Sequence of screens – DAX1 inh-1	ADAM17 inh	hgDAF-12 ag	NR1D1 modulator	MBD2 DNA inh	SMARCA2 act	DAX1 inh-2	PLC-beta3 inh	PLC-gamma1 inh	hcDAF-12 act	ssDAF12 agonist
O=C(NCc1ccccn1)c1cc(S(=O)(=O)N2CCCCCC2)ccc1Cl
→ -0.3	0	-1.2	2	0	2	-0.6	-1	5	-0.3	-0.7
CCOCC(=O)Nc1nnc(COc2ccc(Cl)cc2)s1
→ 0.1	0	1.9	-6	1	0	-0.9	3	-3	-0.3	-1.2
O=C(Nc1ccc2[nH]ccc2c1)c1cc(-c2ccc(Cl)cc2)nc2ccccc12
→ 0.1	6	5.7	1	2	-5	nt	-19	-14	6.2*	0.8

Next part:
Sequence of screens – DAX1 inh-1	ADAM17 inh	hgDAF-12 ag	NR1D1 modulator	MBD2 DNA inh	SMARCA2 act	DAX1 inh-2	PLC-beta3 inh	PLC-gamma1 inh	hcDAF-12 act	ssDAF12 agonist
CN(C)Cc1c[nH]c2nccnc12
→ 0.1	-6	-1.3	-7	6	-2	1.4	-8	-1	-1.2	-0.8
CCOC(=O)C/C(C)=N/NC(=O)COc1ccccc1C
→ -0.5	1	-4.5	5	-3	-2	-0.6	-2	-2	1.3	-0.6
Cc1c[nH]c(=O)c([N+](=O)[O-])c1
→ 0.1	-14	1.8	3	-5	-1	0.9	-11	-6	-1.9	-1.6
Cc1onc(-c2ccccc2)c1C(=O)N/N=C/C(Br)=C/c1ccccc1
→ -1.5	5	-3.2	3	-2	-4	-3.2	3	-2	-1.7	-2.4
COc1ccc(-c2nc(NC(=O)c3[nH]c(C)c(C(C)=O)c3C)sc2C)cc1
→ 0.5	-5	-0.3	-1	9	1	-0.1	-23	-11	-1.5	-1.5
OC(COc1cccc2ccccc12)CN1CCN(c2ccc(Cl)cc2)CC1 (stereo unspecified)
→ 0.1	-2	-1.3	10	-1	3	0.4	0	2	-0.1	-1.0
COc1cc(-c2nnn(CC(=O)N3CCOCC3)n2)cc(OC)c1OC
→ -0.1	-4	0.3	5	-1	3	-0.1	5	6	-1.0	-1.0
CCCCOC(=O)CSc1nc2ccccc2o1
→ -0.2	-1	-1.2	-3	-1	-1	nt	-6	-1	0.6	-1.3
CC(Oc1cccc(Cl)c1)C(=O)Nc1ccccc1N1CCCCC1 (stereo unspecified)
→ -0.2	-5	2.3	1	9	-2	-0.3	-3	-2	-1.6	-1.1
O=C(CN(Cc1ccccc1Cl)C(=O)c1ccc(CN2CCOCC2)o1)NCC1CCCO1 (stereo unspecified)
→ -0.3	-4	1.1	-5	-2	1	-0.5	2	1	-1.9	-1.4
Cc1cc(C)cc(-n2ncc3c2CCCC3NC(=O)CCN2CCCC2=O)c1 (stereo unspecified)
→ 2.0	4	4.1	5	2	5	-0.1	-2	3	1.0	-1.1
CC(=O)c1cccc(OCC(=O)OCC(=O)Nc2cc(S(=O)(=O)N3CCCCC3)ccc2C)c1
→ 0.2	1	1.4	-2	0	-1	0.2	2	2	1.2	-0.8
COC(=O)[C@]12CCCCC=C1N(Cc1cccc3ccccc13)C(=O)[C@H](CC(=O)N1CCCC1)C2
→ -3.1	-3	-4.4	-1	-1	-3	nt	3	3	-1.6	-2.0
C[C@@H]1CCCCO[C@@H](CN(C)S(=O)(=O)c2ccccc2)[C@@H](C)CN([C@H](C)CO)C(=O)c2cc(N(C)C)ccc2O1
→ -0.1	-2	1.9	-1	-6	-2	0.9	-29	-12	-0.5	-1.2
CNc1ccccc1C(C)(C)c1cn(-c2ccc([N+](=O)[O-])cc2)nn1
→ 0.0	-1	-0.5	-1	1	-1	-1.3	-3	0	-2.4	-1.5
O=C(NCC1CCN(Cc2ccccc2Cl)CC1)Nc1cccc(Cl)c1
→ -0.1	-1	2.6	-1	-6	0	0.4	-4	1	-0.3	-2.2
CCCC1=C(C(=O)OCC)C(c2ccc(OC)c(CSc3ccccn3)c2)C(C#N)=C(N)O1 (stereo unspecified)
→ -0.9	-5	-0.7	-3	-1	0	-0.7	-12	-12	-2.0	-1.0
O=C(c1ccc(CSc2ccc(Cl)cc2)o1)N1CCOCC1
→ 1.5	-6	4.5	-9	-2	-1	nt	-1	-3	-0.8	-1.2
COCCNC(=O)/C(C#N)=C/c1ccc(-c2ccc(S(=O)(=O)N3CCOCC3)cc2)o1
→ -0.3	-7	-0.1	1	-5	1	0.0	-33	-28	1.6	-1.1
CC(SCc1ccccc1)C(=O)N/N=C/c1ccc(OCC(=O)NCc2ccco2)cc1 (stereo unspecified)
→ -1.7	-1	-2.8	2	1	-4	-1.2	-2	0	-3.4	-0.6
N#C/C(=C\c1ccc(N2CCCCC2)c([N+](=O)[O-])c1)c1nn(-c2ccccc2)c(N)c1C#N
→ -0.1	6	1.7	-2	-10	-1	-0.7	3	3	-1.1	-0.5
COc1ccc(-c2cnnn2-c2ccc(NC(=O)c3ccco3)cc2)cc1OC
→ 0.5	-3	0.7	-1	-5	3	0.1	2	3	-1.4	-2.1
O=C1OCC/C1=C1/NCCNC1=O
→ 0.3	-12	-1.1	1	1	-3	0.5	-49	-33	-0.1	-0.4
NS(=O)(=O)c1ccc(CCNC(=O)c2cc(S(=O)(=O)N3CCCCC3)ccc2Cl)cc1
→ 0.3	-7	-2.8	-1	-2	-4	0.5	1	-2	-0.1	-0.5
COc1cc(C(=O)Nc2cc(Cl)ccc2C)c(-n2cnnn2)cc1OC
→ -0.7	1	1.1	0	-1	3	2.5	2	1	0.9	-1.2
COc1ccc(C2C=C(c3ccc(C)c(C)c3)Nc3ncnn32)c(OC)c1OC (stereo unspecified)
→ -0.9	-73	5.3	-5	1	1	2.9	i	i	-2.1	-1.1
Cc1cc(C(C)(C)C)ccc1Oc1cccc2c1S(=O)(=O)N(C1CCCC1)CC(COCc1ccccc1)O2 (stereo unspecified)
→ 3.6*	7	3.2	5	-1	-1	1.2	6	6	-0.3	0.0
O=C1CC(N2CCc3ccccc32)C(=O)N1c1ccc(F)cc1 (stereo unspecified)
→ 0.7	0	7.8	-4	-3	-1	0.6	-3	2	0.8	-1.7
